P. falciparum M1AAP: malaria alanyl aminopeptidase activity blockers – biochemical, fluorogenic H-Leu-NHMec substrate, 1536-well (AID 1445); one-dose inhibition, % at 30 µM; IC50 in µM for titrated hits; 0.42% of 220,000 active; recombinant M1AAP, H-Leu-NHMec fluorogenic kinetic assay; higher % means a stronger effect;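 active means primary inhibition above the hit cutoff, then over 50% inhibition at one or more dose response concentrations, cut at about 23% in these data, passing the limit was not always enough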;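 further: plate controls were DMSO full reaction for no effect and no enzyme background for full effect; strong numbers were not always called active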
MT stabilize HCS: stabilizes microtubules in HeLa cells; HeLa tubulin immunostaining HCS, 24 h; share of cells brighter than vehicle mean+2SD; 0.83% of 200,000 active; AID 2205; % tubulin-high responders, % at 10 µM;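 active means plate Z-score above 3 for both tubulin-high and condensed-nucleus cell shares, with cell loss under 80%, at 10 µM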;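 further: anti alpha tubulin signal scored within the nucleus-defined area of each cell; some results filed as inactive read as strong as hits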
Ins promoter up: MIN6 insulin promoter up-regulation | AID 1625 | 0.3% of 190,000 active | z-score at 5 µM | MIN6 insulin promoter-GFP reporter, high-content imaging; active compounds read high;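 active means z-score above 3 at 5 µM with at least 500 cells counted in the well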
UTI89 phage lysis: protection from phage-mediated lysis, alamar blue read-out – E. coli UTI89, K1F phage, bacterial capsule biogenesis inhibitors (AID 488966); E. coli UTI89 K1F phage lysis, alamar blue, 2 h; higher % means a stronger effect; inhibition, % at 100 µM; hits with a dose series show IC50 in µM; 0.02% of 340,000 active;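 active means phage lysis inhibition, versus mean bacterial control, above a set limit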;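 further: capsule biogenesis inhibitors block K1F phage lysis so surviving cells raise fluorescence; higher fluorescence means more inhibition of phage lysis; actives were called in the ten point dose series up to 300 µM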
M17LAP inhibition: P. falciparum M17LAP inhibitors, primary screen, biochemical, fluorogenic H-Leu-NHMec substrate, 1536-well (AID 1619); 0.38% of 220,000 active; one-dose inhibition, % at 30 µM; IC50 in µM for titrated hits; recombinant M17LAP, H-Leu-NHMec fluorogenic kinetic assay; higher % means a stronger effect;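 active means compound inhibiting the enzyme by more than half at any dose during confirmatory dose-response retesting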;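 further: plate controls were full reaction with DMSO carrier for no effect and no enzyme background for full effect; strong numbers were not always called active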
CSM14.1 death rescue: protection against thapsigargin-triggered cell killing – 384-well, CSM14.1, ATP luminescence, primary screen (AID 1222); cellular ATP content (survival), % at 20 µM; hits with a dose series show EC50 in µM; 190,000 tested, under 10 active; CSM14.1 thapsigargin-induced death rescue, ATP luminescence; higher % means a stronger effect;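 active means EC50 below 50 µM in the dose-response confirmation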;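 further: death triggered by thapsigargin at about 15 µM added after 2 h compound pretreatment; cell ATP read after overnight thapsigargin exposure of roughly 18 to 22 hours; normalized against plate controls of thapsigargin alone and 5% DMSO vehicle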
b-catenin transl: alters nuclear translocation of beta-catenin in HeLa cells | immunofluorescence imaging | 0.3% of 190,000 active | nuclear translocation activity, % at 5 µM;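 active means nuclear translocation activity above 50% at 5 µM, with a well cell count of 50 or more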;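 further: per-cell ratio of nuclear to cytoplasmic median beta-catenin stain intensity; plate controls were DMSO negative control for no effect and GSK-3 inhibitor IX positive control for full effect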
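Test system: human HeLa cells, native beta-catenin. Compound dosing: 5 µM primary single dose, 0.1% DMSO, 0.02–20 µM confirmation series. Incubation: compound exposure 24 h at 37°C. Detection: beta-catenin immunostaining with DAPI counterstain, 20x imaging, 6 fields/well. Read-out basis: Nuclear/cytoplasmic beta-catenin signal ratio, % activation.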
Autophagy mod: autophagy modulation, high-content screen; 0.98% of 190,000 active; AID 463193; calls only at 10 µM (by protocol); MEF GFP-LC3 puncta imaging; test concentration mostly 10 µM;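 active means percentage of spot-positive cells more than 3 SD above its plate mean, without a fluorescence outlier flag or 80% toxicity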;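 further: spot-positive cell cutoff set from DMSO-treated cells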
Dynein cargo inh: dynein cargo transport inhibition; 3617.4 mouse cells, GR-EGFP nuclear translocation imaging; test concentration mostly 20 µM; stimulated with dexamethasone, 1 µM; active compounds read low; 0.47% of 220,000 active; z-score, hits read low;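 active means plate z-score of nuclear minus cytoplasmic receptor signal below a set negative limit, without overly bright fluorescence or cell loss, cut at about -3.5 in these data, passing the limit was not always enough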;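 further: z-score of nuclear minus cytoplasmic ring GR-EGFP intensity difference per well; some compounds called inactive have numbers as strong as hits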
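Buffer or medium: tet-free, stripped-serum medium; Also added: dexamethasone, 1.0 µM final; Technique: high-content fluorescence imaging after fixation; Times: 48 h induction, 1 h compound, 30 min dex at 37 °C; Read-out: per-cell GR-EGFP intensity, nucleus versus surrounding cytoplasmic ring, well-averaged.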
Dynein cargo inh cytoplasmic EGFP: also measured in Dynein cargo inh; calls as there; z-score; measured here: cytoplasmic GR-EGFP intensity; active compounds read high
Dynein cargo inh nuclear GR-EGFP: recorded beside Dynein cargo inh, whose call it bears; z-score; measured here: nuclear GR-EGFP intensity;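 lower value marks the stronger effect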
Dynein cargo inh cell count: recorded beside Dynein cargo inh, whose call it bears; z-score; measured here: cell count per field
Ins promoter up cell count: second read-out of Ins promoter up, no call of its own (marks repeat the call); cell count; measured here: cytotoxicity, nuclei count;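 total cells summed across four imaged fields per well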
b-catenin transl cell count 5 µM: further read-out of b-catenin transl, marked with its call; cell count; measured here: cell count, cytotoxicity flag
MT stabilize HCS Hoechst-high %: recorded beside MT stabilize HCS, whose call it bears; % Hoechst-high responders; measured here: nuclear condensation Hoechst responders;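 share of cells brighter than vehicle mean plus two SD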
MT stabilize HCS cytotoxicity %: second read-out of MT stabilize HCS, no call of its own (marks repeat the call); toxicity, %; measured here: cytotoxicity by cell density;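 0% = mean cell density of plate MIN control wells and 100% = no cells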
Autophagy mod cell loss 18 h: second read-out of Autophagy mod, no call of its own (marks repeat the call); toxicity, %; measured here: cell loss, nuclei count;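 cell loss after 18 h compound exposure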
Numbers without * were called inactive; i = inactive; nt = no result given; + = active, no number; & = joins results of further samples; [ ] = dose if it differs, or a comment.

SMILES | P. falciparum M1AAP | MT stabilize HCS | MT stabilize HCS Hoechst-high % | MT stabilize HCS cytotoxicity % | Ins promoter up | Ins promoter up cell count | UTI89 phage lysis | M17LAP inhibition | CSM14.1 death rescue | b-catenin transl | b-catenin transl cell count 5 µM | Autophagy mod | Autophagy mod cell loss 18 h | Dynein cargo inh | Dynein cargo inh cytoplasmic EGFP | Dynein cargo inh nuclear GR-EGFP | Dynein cargo inh cell count
O=C(Cn1c(=O)n(Cc2ccco2)c(=O)c2c3c(sc21)CCCC3)Nc1ccccc1 | 7% | 4.4 | 1.6 | 5.1 | nt | nt | 1.3% | 9% | nt | nt | nt | i | 37 | -0.13 | -0.011 | 0.061 | 0.46
O=C(Nc1ccc(Cl)cc1)Nc1cc(S(=O)(=O)N2CCOCC2)ccc1N1CCCC1 | -2% | 3.5 | 3.7 | 12 | 0.39 | 1084 | 0.3% | -13% | -0.4% | 0.8 | 449 | i | 4 | -0.06 | -0.31 | -0.38 | 0.49
Cc1ccc(C2C(C#N)=C(N)OC3=C2C(=O)CC(C)(C)C3)s1 (stereo unspecified) | 7% | nt | nt | nt | 0.02 | 1079 | 0.0% | -6% | nt | 0.3 | 1168 | nt | nt | 1.9 | -0.54 | 1.3 | -2
Cc1ccccc1C(=O)Nc1ccc(O)cc1C(=O)O | 1% | 0.6 | 1.6 | 9.3 | nt | nt | -0.3% | 7% | 3.7% | 0.8 | 1587 | i | 16 | -0.99 | -0.34 | -0.16 | 0.47
O=C(CSC1c2ccccc2C(=O)N1c1ccccc1)N1CCOCC1 (stereo unspecified) | 17% | 4.1 | 1.3 | 8.8 | 0.17 | 1158 | -1.8% | 23% | 0.7% | -0.7 | 1035 | i | 16 | 2.6 | -0.1 | 1.3 | -2.8
CCc1nnc(NS(=O)(=O)c2ccc(N/C=C/C(=O)c3ccc(OC)cc3)cc2)s1 | nt | 4.2 | 1.6 | 8.1 | 0.11 | 1535 | -0.6% | nt | 3.9% | 1.2 | 1053 | i | 4 | 0.44 | -0.18 | 0.86 | -0.55
COc1ccc(/C(O)=C2/C(=O)C(=O)N(c3ncccn3)C2c2ccc(F)cc2)cc1 (stereo unspecified) | 5% | nt | nt | nt | -0.31 | 1171 | 2.6% | 10% | nt | -0.6 | 1315 | nt | nt | 0.088 | -0.25 | 0.54 | -0.23
O=C(Cc1cccc2ccccc12)N1CCCc2ccccc21 | 3% | 3.3 | 1.8 | 4.7 | 0.51 | 1307 | 11% | 3% | 0.2% | 1.5 | 1332 | i | -7 | 1.1 | 0.19 | 1.1 | -1.2
O=C(CN1C(=O)/C(=C/c2cccc(Br)c2)SC1=S)N1CCCC1 | 5% | 2.5 | 2.1 | 3.5 | 0.24 | 1176 | 1.7%[50 µM] | 4% | -0.6% | 1.0 | 474 | i | 2 | -0.048 | -0.16 | 0.0058 | 0.42
Cn1c(=O)c(C(=O)COc2ccc(F)cc2Cl)c(N)n(Cc2ccccc2)c1=O | 7% | 3.2 | 3.3 | 4.3 | -0.66 | 1180 | 0.4% | 6% | 2.1% | -1.5 | 1125 | i | -4 | -0.37 | -0.36 | -0.72 | -0.38
Cc1nc2sc(C(=O)Nc3ccccc3Cc3ccccc3)c(C)c2c(=O)[nH]1 | 9% | nt | nt | nt | 0.41 | 1513 | 0.5%[50 µM] | 4% | nt | -0.5 | 1066 | nt | nt | 0.84 | -0.21 | 0.4 | -0.0057
COc1ccc(/C=N/NC(=O)CCN2CCCCC2c2cccnc2)cc1Cn1cc([N+](=O)[O-])cn1 (stereo unspecified) | 2% | nt | nt | nt | -0.11 | 1073 | -0.2%[50 µM] | 7% | nt | -1.6 | 1312 | nt | nt | -0.64 | -0.25 | -0.41 | 0.58
CCSc1nnc(NC(=O)c2cccs2)s1 | 8% | 4.4 | 2.2 | 2.8 | 1.1 | 1199 | 1.9% | 9% | -2.1% | 3.8 | 877 | i | -3 | -0.42 | 0.45 | 0.4 | 0.27
Cc1ccc(-n2c(=O)[nH]cc(C(=O)N3CCc4ccccc43)c2=O)cc1 | 1% | 4.1 | 2.9 | 11 | -0.42 | 1606 | 0.5% | 0% | -3.2% | -0.9 | 1343 | i | 3 | -0.76 | -0.35 | -0.26 | 0.22
N#CCCn1cc(C=O)c(-c2cccs2)n1 | 2% | 2.3 | 1.4 | 9.0 | -0.84 | 1504 | 0.6% | -4% | 2.6% | -2.5 | 1070 | i | 11 | -0.19 | -0.31 | -0.058 | 0.36
COc1cc(C(C(=O)NC2CCCC2)N(C(=O)Cc2cccs2)C2CC2)cc(OC)c1OC (stereo unspecified) | 10% | 2.6 | 2.2 | 9.0 | 0.62 | 1386 | 0.4% | 8% | -0.6% | -1.4 | 1051 | i | 10 | -0.25 | -0.32 | -0.1 | 0.12
Cc1cc(-c2n[nH]c(=S)n2-c2ccc(C)c(C)c2)no1 | 6% | 1.2 | 3.2 | 4.4 | 0.3 | 973 | 0.5%[50 µM] | -29% | -4.3% | nt | nt | i | -2 | -0.99 | -0.32 | -0.82 | 1.2
COc1cc(-c2nnco2)cc(OC)c1OC | -8% | 4.1 | 3.0 | 0.9 | -0.31 | 1506 | nt | 4% | 0.1% | -0.6 | 947 | i | 3 | -0.33 | -0.24 | 0.21 | 0.42
CC(=O)Nc1ccc(NC(=O)C(C)OC(=O)C2CC3C=CC2C3)cc1 (stereo unspecified) | 1% | 5.6 | 2.3 | 5.2 | 0.04 | 1579 | 3.3% | 5% | -2.6% | -0.8 | 1126 | i | -2 | -0.57 | -0.22 | -0.48 | 0.017
O=C(N/N=C/c1ccc2cccnc2c1)c1nc2ccccc2c(=O)[nH]1 | 9% | nt | nt | nt | 0.58 | 1383 | -0.6%[50 µM] | -5% | nt | -2.4 | 1153 | nt | nt | -0.053 | 0.28 | -0.031 | 0.048
Cc1cc(=O)[nH]c(N/N=C/c2cccc([N+](=O)[O-])c2)n1 | -2% | 1.3 | 3.9 | 7.0 | 0.12 | 1286 | nt | -1% | -2.2% | -1.7 | 986 | i | 17 | -0.73 | -0.24 | -0.63 | 0.2
O=C(O)CCN1CCc2ccccc21 | 12% | 4.5 | 2.0 | 7.4 | -0.23 | 1321 | 0.9% | 7% | -0.5% | -8.0 | 1056 | i | -9 | 0.46 | -0.19 | 0.65 | -1.1
CCCCC1(C)NC(=O)c2c(C)sc(C(=O)OCC)c2N1 (stereo unspecified) | -12% | 3.2 | 1.8 | 2.1 | -0.38 | 1591 | -0.2% | -10% | 1.9% | -1.1 | 1233 | i | 2 | 0.26 | -0.29 | -0.52 | -0.45
O=C(CSc1nnc(-c2cccnc2)n1CCc1ccccc1)N1CCCCC1 | 7% | 2.3 | 2.0 | 8.8 | 0.55 | 1338 | -1.1% | 7% | 4.0% | -1.5 | 967 | + | 0.0* | 2.9 | -0.11 | 1.2 | -1.5
CC1(C)S[C@@H]2[C@H](NC(=O)C(C(=O)O)c3ccccc3)C(=O)N2[C@H]1C(=O)O (stereo partly specified) | -4% | 7.0 | 1.4 | 0.2 | nt | nt | 2.4% | 46% | -1.7% | nt | nt | i | -16 | 0.54 | -0.23 | 0.68 | 0.016
COc1ccccc1C(=O)OCC(=O)Nc1ccc(OC(F)F)cc1 | 11% | 1.9 | 1.6 | 6.5 | nt | nt | 0.5% | 9% | -1.4% | -1.1 | 1164 | i | 12 | 2.9 | -0.17 | 1.2 | -1.4
Cc1nn(-c2ccccc2)c(Cl)c1/C=N/NC(=O)CNC(=O)c1ccccc1Cl | 3% | 5.8 | 1.9 | 7.6 | 0.03 | 1217 | 0.3% | -7% | -1.7% | -0.2 | 969 | i | 11 | -0.36 | -0.21 | -0.18 | -0.25
CCOC(=O)C1=C(C)NC(C)=C(C(=O)OCC)C1C | -2%&3% | 2.3 | 3.4 | 6.5 | 0.19 | 1290 | -0.7% | 5%&-5% | 6.3% | -0.9&-1.3 | 1314&560 | i | -3 | 2&-0.14 | -0.1&-0.27 | 1.4&0.95 | -2&-0.18
Cc1ccc(NC(=O)CN(C)c2ccc(S(=O)(=O)N3CCN(C)CC3)cn2)cc1 | 1% | 3.8 | 0.7 | 1.4 | nt | nt | 0.3% | -6% | 1.2% | -0.4 | 818 | i | 7 | 0.4 | -0.083 | 0.38 | -0.78
O=C(CSc1nc2ccccc2[nH]1)c1ccc2c(c1)OCO2 | 2% | 2.5 | 1.8 | 3.6 | 0.1 | 1225 | -0.4% | 9% | -2.0% | nt | nt | i | -3 | -0.63 | -0.056 | -0.4 | -0.72
N#Cc1ccc(CSc2nnc(COc3ccccc3)n2-c2ccccc2)cc1 | 9% | 1.9 | 1.7 | 13 | nt | nt | -4.0% | 1% | 0.7% | -8.3 | 1218 | i | 2 | -0.66 | -0.11 | -0.44 | 0.83
